# Luc counter – counter-screen: inhibitors of Kinase-Glo firefly luciferase | Q27757 | Kinase-Glo luciferase, ATP luminescence, 8 min | 200,000 tested, 0.28% active | Potency, µM (top dose mostly 38.3 µM), without a hit: at the top dose activity change, negative = inhibition, most hits filed as inhibitors; note: potency is the fitted concentration of half-maximal effect; % is set by controls: 0 for no effect and ±100 for the full control effect; nearly all actives have a fitted effect of over 60% in size
#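 Inhibition of Kinase-Glo luciferase light generation was assessed at 10 uM ATP in pH 7.2 imidazole buffer, with luminescence measured after eight minutes at ambient temperature.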
# NPSR antag – antagonists of human neuropeptide S receptor cAMP signaling; Potency, µM (top dose mostly 38.3 µM), for the others: at the highest dose activity change, negative = inhibition, usual class: inhibitors; Q6W5P4; 220,000 tested, 1% active; CHO-NPSR cells, cAMP TR-FRET, antagonist mode; note: potency is the fitted concentration of half-maximal effect; % is set by controls: 0 for no effect and ±100 for the full control effect; nearly all actives have a fitted effect of over 50% in size; many of its hits are not listed in these tables
# Target sequence (Q6W5P4 whole entry, looked up): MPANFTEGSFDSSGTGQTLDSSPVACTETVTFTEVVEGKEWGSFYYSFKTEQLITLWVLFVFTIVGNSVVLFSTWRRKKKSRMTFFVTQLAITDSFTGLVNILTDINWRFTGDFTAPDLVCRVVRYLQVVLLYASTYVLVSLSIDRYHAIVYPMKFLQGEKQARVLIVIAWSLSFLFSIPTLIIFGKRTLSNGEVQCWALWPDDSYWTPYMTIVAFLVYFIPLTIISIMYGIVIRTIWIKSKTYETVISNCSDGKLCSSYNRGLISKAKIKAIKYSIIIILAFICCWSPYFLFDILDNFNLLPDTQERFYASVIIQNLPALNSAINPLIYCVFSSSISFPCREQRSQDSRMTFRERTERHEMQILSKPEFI
# CBFb-RUNX1 inh – inhibitors of human CBF-beta and RUNX1 interaction | 230,000 tested, under 10 active | Q01196+Q13951 | Potency, µM (highest dose often 59.8 µM), without a hit: at the top dose activity, negative = inhibition, hits mostly inhibitors | AlphaScreen CBFb-His/RUNX1-biotin binding, biochemical; note: % of control where 0% means no effect
#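 Compounds were screened at multiple concentrations against a preformed CBF-beta(His)/RUNX1(biotin) complex (30 nM of each) for 15 min at room temperature, followed by 90 min with nickel and streptavidin beads and AlphaScreen reading.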
# IMPase Li cell – membrane-permeable IMPase blocker, potentiated with lithium; 210,000 tested, 0.35% active; CHO-M1 cells, IP1 TR-FRET (IP-One), carbachol + lithium; AID 1457; Potency, µM (top dose mostly 59.4 µM), without a hit: at the top dose activity, negative = IMPase inhibition, most hits filed as inhibitors;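 note: IP1 builds up when IMPase is blocked and the TR-FRET signal falls; potency is the fitted concentration of half-maximal effect; plate controls were basal vehicle for no effect and high inhibitor control for full effect; nearly all actives have a fitted effect of over 50% in size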
#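 Test compounds were applied to CHO-M1 cells previously cultured for 16–30 h at 2000 per well. A small lithium amount accompanied them; after 30 min at 37C, IP1 was quantified by TR-FRET.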
# LMNA splice mod – LMNA splicing modulation | HeLa LMNA splicing GFP/RFP minigene ratio, 48 h | Potency, µM (doses to about 46.1 µM), for inactives: at the top dose ratio change, negative = inhibition, usual class: inhibitors | 200,000 tested, 0.01% active | AID 1487; active = well fitted inhibition curve with a large enough effect in the signal ratio, with a control signal flat, not every such curve was filed as active; inconclusive = small, poorly fitted or top-dose-only effect, or effect the other way, or a change in a side signal; the % refers to the signal ratio; note: potency is the fitted concentration of half-maximal effect; % is set by controls: 0 for no effect and ±100 for the full control effect
#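 S3 HeLa stable clones carrying a lamin A-EGFP splicing minigene plus DsRed2 were seeded at 600 cells/well in Opti-MEM with 2% FBS, pin-dosed and incubated 48 h at 37°C. Acumen cytometry (488 nm) gave the GFP/RFP total-intensity ratio.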
# Epigenetic reg – epigenetic control regulation, reporter derepression; murine LDR cells, GFP reporter derepression, 30 h; Potency, µM (titrated, usually from 53.9 µM), inactives show top-dose GFP activation, actives largely listed as activators; 280,000 tested, 0.2% active; note: potency is the fitted concentration of half-maximal effect; % of control where 0% means no effect; nearly all actives have a fitted effect of over 60% in size
#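 In this reporter-derepression format, murine cells bearing a silenced integrated CMV-GFP locus incubate with test compound (30 h, 37 C), then are washed and imaged; fluorescent objects of 20–120 um count as induced cells.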
# aGal spleen mod – alpha-galactosidase A (human) modulation. human spleen homogenate, 4MU-alpha-Gal fluorescence, 40 min. Potency, µM (doses to about 80 µM), without a hit: top-dose activity change, negative = inhibition, usual class: inhibitors. 240,000 tested, 0.008% active;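 note: potency is the fitted concentration of half-maximal effect; 0% = enzyme with vehicle and -100% = no enzyme basal signal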
# Target sequence (P06280 32-429 limits assumed): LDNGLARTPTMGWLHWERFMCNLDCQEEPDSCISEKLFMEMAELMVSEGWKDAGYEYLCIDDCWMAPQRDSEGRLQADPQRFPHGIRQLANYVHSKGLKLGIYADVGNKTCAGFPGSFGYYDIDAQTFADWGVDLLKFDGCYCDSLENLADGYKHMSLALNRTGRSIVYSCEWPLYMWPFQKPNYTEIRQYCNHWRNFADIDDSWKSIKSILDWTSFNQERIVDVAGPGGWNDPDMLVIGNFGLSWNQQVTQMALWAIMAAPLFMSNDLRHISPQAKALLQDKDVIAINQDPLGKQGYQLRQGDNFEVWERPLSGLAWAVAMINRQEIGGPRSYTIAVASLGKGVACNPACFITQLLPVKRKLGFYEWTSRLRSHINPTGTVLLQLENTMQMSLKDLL
#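 Human spleen homogenate (1 ug) as enzyme source, 4-methylumbelliferyl-alpha-D-galactopyranoside 1 mM final, citrate/phosphate pH 5.0 with 0.01% Tween-20. Compounds 40 min at 37C, NaOH/glycine stop; fluorescence Ex 365/Em 440, Hill-fit AC50.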
# * = called active by the depositor; ? = inconclusive; . = not tested or not shown; [ ] = another dose, or the depositor's remark. Unless noted, calls come from the whole dose curve; as a rule, active = well fitted curve in the direction sought with a large enough effect; inconclusive = small, poorly fitted or top-dose-only effect, or another doubt; inactive = no such curve, though single readings can be large; an effect the other way counts as inactive or inconclusive. This is a subset (hit frequency here may not be typical).
# The opening 5 compounds, to show the layout:
SMILES,Luc counter,NPSR antag,CBFb-RUNX1 inh,IMPase Li cell,LMNA splice mod,Epigenetic reg,aGal spleen mod
O=c1nc2n(c3sc4c(c13)CCCC4)C(CBr)CS2 (stereo not given),-3%,0%[46.1 µM],7%,-11%[38.3 µM],?,-0.9%,5%
CCN(C(=O)COC(=O)c1cccnc1Nc1cccc(C(F)(F)F)c1)C1CCS(=O)(=O)C1 (stereo not given),?,0%,-3%,-7%,?,4.0%,1%
CC(Oc1ccc(Cl)cc1Cl)C(=O)Nc1cccc(O)c1 (stereo not given),1%,-10%,0%,5%,-3%[46 µM],-0.8%[10.1 µM],5%
Cc1cc(C)n(-c2cccc3cccnc23)n1,4%,-6%[46.1 µM],?,9%[38.3 µM],-8%,1.1%,10%
CCN1CCCc2cc(CN(CCN3CCOCC3)C(=S)Nc3ccccc3C)ccc21,1%,-46%,-6%,?,?,-1.1%,2%

# This part in full, previewed entries included:
SMILES,Luc counter,NPSR antag,CBFb-RUNX1 inh,IMPase Li cell,LMNA splice mod,Epigenetic reg,aGal spleen mod
O=c1nc2n(c3sc4c(c13)CCCC4)C(CBr)CS2 (stereo not given),-3%,0%[46.1 µM],7%,-11%[38.3 µM],?,-0.9%,5%
CCN(C(=O)COC(=O)c1cccnc1Nc1cccc(C(F)(F)F)c1)C1CCS(=O)(=O)C1 (stereo not given),?,0%,-3%,-7%,?,4.0%,1%
CC(Oc1ccc(Cl)cc1Cl)C(=O)Nc1cccc(O)c1 (stereo not given),1%,-10%,0%,5%,-3%[46 µM],-0.8%[10.1 µM],5%
Cc1cc(C)n(-c2cccc3cccnc23)n1,4%,-6%[46.1 µM],?,9%[38.3 µM],-8%,1.1%,10%
CCN1CCCc2cc(CN(CCN3CCOCC3)C(=S)Nc3ccccc3C)ccc21,1%,-46%,-6%,?,?,-1.1%,2%
Cc1cnc(CN(C)Cc2c(C(=O)N3CCc4ccccc4C3)nc3ccc(Cl)cn23)[nH]1,0%,7%,-8%,14%,.,-0.9%,-7%
COc1cc(S(=O)(=O)N2CCN(C)CC2)c(OC)cc1Cl,-3%,2%[46.1 µM],-2%,34%[38.3 µM],8%,0.0%,5%
CSc1ccc(N2C(=O)NC3(CCCCC3)C2=O)cc1,0%,-22%[46.1 µM],3%,?,-6%,3.4%,0%
O=C(Nc1ccon1)C12CC3CC(C1)CC(n1cnc([N+](=O)[O-])n1)(C3)C2,3%,7%,0%,4%,.,1.8%,13%
Cc1ccc(S(=O)(=O)c2c[nH]c3cc4c(cc3c2=O)OCO4)cc1,.,14%,8%,.,.,-1.0%,7%
COc1ccc2c(c1)OC/C(=C\c1ccc(OC)c(O)c1)C2=O,-7%,.,-15%,33%[activator],.,1.3%,-3%
CC1(C)CC(=O)C2=C(C1)OC1=C(C(=O)CC(C)(C)C1)C2(C)C,-1%,8%,-1%,1%,-6%,0.0%,0%
N#CC1=C(N)NC(SCc2ccccc2)=C(C#N)C12CCCC2,1%,17%,-11%,1%,?,1.1%,-4%
C=CCN1CCc2cc(O)c(O)cc2[C@H](c2ccccc2)C1,2%,.,0%[21.7 µM],17%,.,-2.7%,-4%
Cc1cccc(C(=O)Nc2ccccc2C(=O)OCC(=O)Nc2ccc(C#N)cc2)c1,0%,-17%,0%,6%,9%,-6.4%,-5%
O=C(CCNC(=O)c1ccccc1Cl)N/N=C\c1ccc(O)cc1,.,-5%,10%,.,.,-3.7%,-3%
Cc1nc2cc(NCc3nc4ccccc4n3Cc3ccccc3)ccc2n1C,10µM*,-16%[46.1 µM],-24%,3%[38.3 µM],?,-2.2%,-2%
O=[N+]([O-])c1ccc(N/N=C/c2ccccc2)cc1,.,27%,11%,.,.,1.5%,-7%
Cc1[nH]n(-c2ccccc2)c(=O)c1C=Nc1cccc(F)c1,.,22%,-9%,.,.,0.1%,-18%
COc1ccc(NC(=O)N/C=C/c2ccccc2)cc1,-2%,-5%,4%,2%,-6%[9.22 µM],0.2%,-5%
CC1=C(C(N)=O)C(c2ccncc2)n2nc(-c3ccccc3Cl)nc2N1 (stereo not given),3%,12%,1%,4%,3%,-1.0%,3%
N=c1oc2ccc3ccccc3c2cc1-c1nnc2n1CCCCC2,-1%,3%[46.1 µM],7%,-21%[38.3 µM],-10%,0.0%,?
O=C(NNC(=O)c1cc2cc3ccccc3nc2s1)c1cccc(C(F)(F)F)c1,2%,2%[46.1 µM],-2%,-13%[38.3 µM],-6%,-1.3%,-10%
CS(=O)(=O)N(CC(=O)N1CCN(c2ccccc2)CC1)c1cccc(Br)c1,0%,-9%[46.1 µM],0%,-2%[38.3 µM],3%,-1.0%,-2%
N/C(=N\OC(=O)COc1ccccc1)c1ccncc1,.,-13%,-3%,.,.,-7.1%,2%
CCN1CCCC1Cn1cnc2c([nH]c3ccc(C)cc32)c1=O (stereo not given),-2%,-14%[46.1 µM],1%,-4%[38.3 µM],2%,2.5%,-7%
O=C(COc1ccccc1)NCc1nnc2c3ccccc3c(-c3ccccc3)nn12,2%,14%,0%,6%,-2%,-1.0%,-1%
CC(C)C(c1nnnn1CC1CCCO1)N1CCN(C2CCCC2)CC1 (stereo not given),.,5%[46.1 µM],4%,.,3%,-1.8%,8%
COc1cccc(-c2csc(N3CCN(C(=S)Nc4cccc(C)c4)CC3)n2)c1,-3%,-9%,-20%,15%,10%[46 µM],0.0%,3%
CC(C)Cc1cc(C(=O)Nc2sc3c(c2C#N)CCC3)no1,-4%,-11%[46.1 µM],9%,0%[38.3 µM],-29%,0.8%,15%
COc1ccc(Cn2nnnc2C(c2cccs2)N2CCOCC2)cc1 (stereo not given),-1%,5%[46.1 µM],7%,10%[38.3 µM],8%,4.2%,-7%
CCCc1sc(N/N=C/c2ccccn2)nc1-c1ccc(Br)cc1,0%,?,1%,13%,?,8.0%,5%
CC1CN(C(=S)SCC(=O)c2ccc(Cl)cc2)CC(C)O1 (stereo not given),3%,-5%,-10%,-4%,?,-1.6%,6%
O=c1c2ccccc2oc2nc3ccn(Cc4ccncc4)c(=O)c3cc12,-4%,-2%[46.1 µM],5%,-13%[38.3 µM],?,-1.1%,1%
CCCSc1nnc(Nc2ccccc2C)s1,-7%,-16%[46.1 µM],3%,-3%[38.3 µM],-3%,3.0%,2%
COC(=O)C1=C(C)N(Cc2ccc(C)cc2)C(=O)C1,-7%,-17%[46.1 µM],0%,4%[38.3 µM],-5%,-1.3%,10%
CCN(C(=O)COC(=O)c1c(NC(C)=O)sc(C)c1C)C1CCS(=O)(=O)C1 (stereo not given),-2%,7%,-1%,-10%,-14%,1.1%,-12%
COc1ccc(-n2c(=S)[nH]c3cc(C(=O)NCCCN4CCOCC4)ccc3c2=O)c(OC)c1,1%,5%,-14%,10%,.,-0.1%,-3%
C/C(=C\C(=O)Nc1nccs1)c1ccccc1,7%,-20%[46.1 µM],2%,-3%[38.3 µM],?,0.0%,0%
Cc1nn(CCC(N)=O)c2nc(-c3cccs3)cc(C(F)(F)F)c12,-2%,10%,-4%,-9%,13%,1.1%,8%
CC(=O)Nc1sc(N/N=C\c2ccccc2)nc1-c1cccs1,-7%,2%,-13%,6%,-15%,-4.1%,1%
N#Cc1c(Nc2ccccc2C(F)(F)F)s[nH]c1=O,.,?,-1%,.,.,?,-6%
COCCNc1nc(C)cc(-c2cc(C(=O)NC3CCCC3)on2)n1,.,18%,-7%,.,.,3.1%,6%
Cc1ccc2c(c1)C(c1ccncc1)=NNC(c1ccccc1)=N2,-19%,21%,3%,14%,-3%[9.22 µM],1.1%,-1%
Cc1cc(N2CCCC2)ccc1/C=C1\NC(=S)N(C)C1=O,-5%,?,?,66%[activator],.,?,0%
CN(CC(=O)NC1CC(C)(C)NC(C)(C)C1)S(=O)(=O)c1cc(Cl)ccc1Cl,-3%,14%,4%,3%,.,-0.2%,-6%
O=C(NC(NC(=S)Nc1ccccc1)C(Cl)(Cl)Cl)c1cccc(Cl)c1 (stereo not given),-2%,13µM*,0%,9%[38.3 µM],?,-1.2%,-2%
Cc1ccc(C(=O)NCCNc2nc3cc(C)c(C)cc3cc2C)cc1,0%,14%,-3%,-4%,.,6.5%,-22%
COc1cccc(OCCOc2c(OC)cccc2OC)c1,-5%,-12%[46.1 µM],10%,7%[38.3 µM],12%,10%,1%
COc1cc(/C=N/N2C(=O)CSC2=S)ccc1O,-3%,-16%[46.1 µM],-18%,20%[38.3 µM],7%,0.1%,0%

# Remaining list, next part.
SMILES,Luc counter,NPSR antag,CBFb-RUNX1 inh,IMPase Li cell,LMNA splice mod,Epigenetic reg,aGal spleen mod
COc1ccc(C)cc1-n1nnnc1SCc1cn2ccsc2n1,0%,5%[7.67 µM],-3%,6%[38.3 µM],-5%,5.8%,3%
Cc1cc(C)n(C(=O)CN2C(=O)COc3ccccc32)n1,-3%,2%[46.1 µM],9%,-21%[38.3 µM],8%,1.7%,-9%
O=C(Nc1ccc(Cl)cc1)C(c1ccccc1)N(CCO)CCO (stereo not given),8%,2%[46.1 µM],5%,-20%[38.3 µM],25%,6.2%,-5%
O=C(CSc1nnnn1-c1ccccc1Cl)Nc1ccc2c(c1)OCCO2,-2%,?,8%,31%[38.3 µM],?,-0.8%,-9%
CCC(c1nnc(SCC(=O)N2CC3(C)CC2CC(C)(C)C3)o1)N(C)C (stereo not given),-4%,7%[46.1 µM],10%,4%[38.3 µM],11%,-7.2%,3%
COc1cc(/C=N/NC(=S)NC2CC3C=CC2C3)cc(OC)c1OC (stereo not given),.,?,-3%,.,.,?,-17%
Cc1ccc(-n2nnnc2SCC(=O)Nc2ccccc2-c2ccccc2)cc1C,0%,-34%,0%,14%,?,-1.0%,0%
O=C(NCCC(=O)N1CCN(c2ncccn2)CC1)c1ccccc1Cl,-1%,-4%[46.1 µM],2%,40%[activator][38.3 µM],5%,-0.1%,-7%
NC(=O)Nc1ccc2c(c1)OCCO2,2%,-2%[46.1 µM],1%,16%[38.3 µM],29%,-1.4%,-6%
COc1ccccc1N1CSC2=C(C#N)C(c3ccc(SC)cc3)CC(=O)N2C1 (stereo not given),-1%,-8%[46.1 µM],-19%,-15%[38.3 µM],-1%,0.0%,0%
CC(NC(=O)C1CCN(S(=O)(=O)N2CCC3(CC2)OCCO3)CC1)c1ccccc1 (stereo not given),2%,-5%,-5%,-7%,.,1.2%,-13%
O=C(NCC1CCCO1)c1ccccc1-c1nc(-c2ccccc2)no1 (stereo not given),7%,-16%[46.1 µM],-2%,6%[38.3 µM],16%,1.5%,-5%

# Assay outcomes: PubChem BioAssay, National Center for Advancing Translational Sciences (NCATS)
